Rv3671c inh = Rv3671c serine protease inhibitors, primary screen, biochemical, fluorescence polarization, M. tuberculosis H37Rv; P9WHR9; inhibition, % at 5.96 µM; 320,000 tested, 0.048% active; in the data active means inhibition above about 38%;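 further: extracellular domain of Rv3671c used as enzyme; 0% = enzyme with DMSO and 100% = no enzyme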
Target sequence (P9WHR9 whole entry, looked up, the tested form may be a part): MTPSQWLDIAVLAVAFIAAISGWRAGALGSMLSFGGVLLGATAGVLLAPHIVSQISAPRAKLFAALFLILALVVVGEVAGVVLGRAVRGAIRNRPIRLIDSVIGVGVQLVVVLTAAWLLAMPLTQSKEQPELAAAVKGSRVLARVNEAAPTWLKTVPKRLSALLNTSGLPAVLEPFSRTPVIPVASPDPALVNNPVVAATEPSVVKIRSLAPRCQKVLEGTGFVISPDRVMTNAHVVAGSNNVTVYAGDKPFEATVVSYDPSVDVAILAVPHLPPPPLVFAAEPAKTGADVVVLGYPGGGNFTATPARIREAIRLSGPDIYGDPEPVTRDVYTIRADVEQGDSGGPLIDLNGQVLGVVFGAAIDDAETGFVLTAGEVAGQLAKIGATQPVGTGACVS
Anthrax LF inh2 = Bacillus anthracis LF protease inhibitors, primary screen, biochemical, multiplex microsphere, MLPCN library | AID 588501, 2011 | 360,000 tested, 0.12% active | inhibition, % at 10 µM | multiplex microsphere protease cleavage assay | Lethal factor (Bacillus anthracis), P15917; in the data active means inhibition above about 30%; inconclusive means no clear call, values can overlap the other calls; further: plate controls were buffer without enzyme for full effect and enzyme alone for no effect
Y pestis TopoI = Yersinia pestis topoisomerase I inhibitors, primary screen, biochemical, cleavage product accumulation, plate reader, single point; 360,000 tested, 0.064% active; activity, % at 10 µM; AID 504884, 2011; DNA topoisomerase I (Yersinia pestis CO92); Y. pestis Topo-I cleavage product accumulation; in the data active means activity above about 50%, passing the limit was not always enough; inconclusive means no clear call, values can overlap the other calls; further: inactives centre near 2
PriA SSB inh = inhibitors of Klebsiella pneumoniae PriA binding to SSB C-terminal tail, primary screen, biochemical, AlphaScreen. inhibition, % at 33 µM. PriA–SSB C-terminal tail interaction (Klebsiella pneumoniae). 430,000 tested, 0.6% active. AlphaScreen SSBct-PriA binding, biotinylated peptide; in the data active means inhibition mostly above about 37%, no sharp cut-off; inactive means mostly below about 20%;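 further: plate controls were negative control peptide for no effect and reference peptide for full effect; strong numbers were not always called active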
BH1578 lux ind = inducers of Vibrio cholerae quorum light production without autoinducers, primary screen, BH1578 luxS cqsA deficient, single point | V. cholerae BH1578 lux reporter, luminescence, 6 h | activation, % at 18.7 µM | 350,000 tested, 0.16% active; in the data active means activation mostly above about 9.7%, no sharp cut-off; inconclusive means no clear call, values can overlap the other calls; inactive means mostly below about 3.7%; further: not every result past the cut was called active; inactives centre near 0; reference of the scale not given here
DUSP3 inh = VHR1 phosphatase inhibitors, primary screen, biochemical, absorbance, uHTS. recombinant VHR phosphatase, pNPP absorbance. inhibition, % at 13.3 µM. 290,000 tested, 0.52% active. Dual specificity protein phosphatase 3 (Homo sapiens), P51452; in the data active means inhibition above about 50%; further: some compounds called inactive have numbers as strong as hits
Target sequence (P51452 whole entry, looked up): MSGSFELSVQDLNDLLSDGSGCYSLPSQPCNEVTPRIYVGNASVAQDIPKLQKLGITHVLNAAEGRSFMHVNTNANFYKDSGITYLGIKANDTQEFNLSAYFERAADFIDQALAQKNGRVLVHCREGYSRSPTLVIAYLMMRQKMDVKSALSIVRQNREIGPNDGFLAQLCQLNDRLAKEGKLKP
TcdB GH inh = TcdB glycohydrolase inhibitors, primary screen, biochemical, single point, plate reader; Toxin B (Clostridioides difficile), P18177; TcdB glycohydrolase enzymatic assay; inhibition, % at 9.99 µM; 350,000 tested, 0.24% active; in the data active means inhibition above about 10%
3CLpro inhibitor = SARS-CoV 3CLpro protease inhibitors, primary screen, biochemical, quenched FRET | 290,000 tested, 0.14% active | AID 1706, 2009 | recombinant SARS-CoV 3CLpro, quenched FRET peptide cleavage | inhibition, % at 6 µM; in the data active means inhibition above about 12%
PfHsp40 yeast = rescue of yeast from PfHsp40 toxicity, primary screen, S. cerevisiae, ATP luminescence | growth rescue, % at 12.5 µM | S. cerevisiae expressing PfHsp40, growth rescue | AID 504582, 2011 | 340,000 tested, 0.68% active; in the data active means growth rescue above about 28%, passing the limit was not always enough; inconclusive means no clear call, values can overlap the other calls;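 further: yeast W303a lacking pdr1 and pdr3 grown in galactose medium; growth measured after three days at 30 °C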
MazF activator = activators of E. coli MazEF toxin-antitoxin RNase, primary screen, biochemical, fluorescence, uHTS; Endoribonuclease toxin MazF (Escherichia coli (strain K12)), P0AE70; FAM/BHQ RNA-DNA oligo cleavage fluorescence, 5 h; activation, % at 20 µM; 350,000 tested, 0.32% active; AID 504720, 2011; in the data active means activation above about 50%
Target sequence (P0AE70 whole entry, looked up): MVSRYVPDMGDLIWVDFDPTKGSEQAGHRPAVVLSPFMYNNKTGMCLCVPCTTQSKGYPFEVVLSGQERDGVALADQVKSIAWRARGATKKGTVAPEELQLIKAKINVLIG
Numbers without * were called inactive; i = inactive; ? = inconclusive; . = no result given; & = joins results of further samples. Only part of the results is shown; count on the stated rates, not on these rows.

SMILES	Rv3671c inh	Anthrax LF inh2	Y pestis TopoI	PriA SSB inh	BH1578 lux ind	DUSP3 inh	TcdB GH inh	3CLpro inhibitor	PfHsp40 yeast	MazF activator
O=C(NNC1=NCCCCC1)Nc1ccc(Cl)cc1	3	2	-1	0	-0.3	6	-0.5	3	-0.4	-14
CC(C)(C)c1ccc(/C=C/C(=O)Nc2ncccn2)cc1	-4	-3	-4	6	-0.3	11	.	2	-0.3	5
CC1CCc2sc3nc(N4CCN(CCO)CC4)n4ncnc4c3c2C1 (stereo unspecified)	-1	-4	15	-2	i	14	.	2	-0.8	1
c1ccc(CCc2nc(-c3ccc(-n4cccc4)cc3)no2)cc1	-8	-8	13	-16	-0.2	29	0.9	0	1.5	-8
COC(=O)c1cc(C#N)c(NCc2ccccc2)nc1C	-1	-1	8	-12	-9.8	-28	.	-1	-0.9	-15
CCC(C)NC(=O)CSc1nnc(-c2cc(-c3cccs3)nc3ccccc23)o1 (stereo unspecified)	-11	-4	8	-11	-0.3	-15	.	1	-0.8	-11
COc1cccc2c1OCC/C2=N\NC(=O)COc1ccccc1C	-4	-3	-5	.	-0.3	-11	.	-1	0.0	1
O=C(NCc1ccccn1)C(=O)NCC(c1ccco1)N1CCN(c2ccc(F)cc2)CC1 (stereo unspecified)	1	-6	5	8	i	-3	0.3	2	-1.5	3
CCOc1ccc(-n2c(SC(C)C(=O)OC)nc3c(c2=O)SCC3)cc1 (stereo unspecified)	-10	-3	4	-13	i	.	.	0	-1.0	-7
Cc1ccc(SCC(=O)Nc2nncs2)cc1	-11	-3	-2	-1	i	.	1.3	.	.	2
CCc1nccn1S(=O)(=O)c1ccccc1[N+](=O)[O-]	-4	-8	8	2	i	22	0.2	-1	1.8	21
COc1cc(CNCc2ccc(C(=O)O)cc2)ccc1OCc1ccc(F)cc1	0	4	-3	-5	-1.4	-2	0.2	0	-1.2	-1
Cc1cc(C)c2nc(N3CCC(C(=O)NCCCN4CCCC4=O)CC3)sc2c1	4	-1	17	1	-0.6	-9	0.2	0	-1.2	3
C=CCn1c(SCc2csc(-c3ccc(Cl)cc3)n2)nnc1-c1ccccc1OC	-2	1	29	-7	-0.2	9	3.4	4	0.3	-2
CN=C1N(C)C[C@@H]2[C@@H]3C(=O)N(Cc4ccccc4)C(=O)[C@@H]3[C@](Cc3ccccc3)(C(=O)OC)N12	.	-6	3	-6	-1.1	.	-0.5	.	0.8	11
Nc1ccc(Br)cc1C(=O)c1ccccc1	-2	-4	1	-1	i	12	0.4	3	-0.7	1
Cc1cc(C(=O)Nc2nc3ccc(S(C)(=O)=O)cc3s2)c(C)o1	3	-5	3	-9	-0.1	-11	1.6	2	-0.9	-6
Cc1ccc(S(=O)(=O)n2nc(-c3ccc(Cl)cc3)nc2NCc2ccco2)cc1	-23	-6	4	10	i	-10	.	-2	0.3	-6
CC/C=C/C(=O)N1CC2(CC(c3cccc(NC(=O)CCCCC)c3)=NO2)C[C@H]1C(N)=O (stereo partly specified)	3	-2	17	-6	i	7	-0.8	.	0.7	3
O=C(CSc1nnc(-c2ccccc2)n1-c1ccccc1)c1cccs1	-1	-1	20	-12	-1.4	0	.	1	0.4	1
C=CCNC(=S)/N=c1/ccccn1CCC	3	-7	-2	.	-0.5	5	0.0	6	0.5	0
Cc1cc(C)nc(NS(=O)(=O)c2ccc(NC(=O)COc3ccccc3F)cc2)n1	1	-7	2	12	i	.	1.6	.	-0.8	7
CCOC(=O)Nc1ccc(OC(=O)Oc2ccc(NC(=O)OCC)cc2)cc1	.	6	6	-7	-1.2	.	12*	.	-0.3	9
CCNc1nc(NC(C)C)nc(NS(=O)(=O)c2ccc(C)cc2)n1	0	-3	4	-3	i	17	1.7	1	0.8	1
O=C1C=C(N(CCO)CCO)C2(CCCCC2)O1	1	-8	-7	-15	i	-10	.	5	0.2	10

Looked up above:
c1ccc(CCc2nc(-c3ccc(-n4cccc4)cc3)no2)cc1 @ Y pestis TopoI: 13
COc1cccc2c1OCC/C2=N\NC(=O)COc1ccccc1C @ Anthrax LF inh2: -3

New compounds follow:
SMILES	Rv3671c inh	Anthrax LF inh2	Y pestis TopoI	PriA SSB inh	BH1578 lux ind	DUSP3 inh	TcdB GH inh	3CLpro inhibitor	PfHsp40 yeast	MazF activator
COC(=O)[C@]1(C)N[C@H](CN(C)C(=O)c2ccccc2)[C@@H]2C(=O)N(C)C(=O)[C@@H]21	-1	-2	3	-5	i	.	1.0	.	-0.9	9
c1ccc(CN2CCc3nc4ccccc4cc3C2)cc1	-4	-7	5	-7	i	24	0.9	-2	-1.7	-2
O=C(CN(C(=O)c1csnn1)c1ccccc1Cl)NC1CCCCC1	.	0	-3	-10	-0.2	7	0.2	1	-1.0	12
COc1cc(C2C3=C(CCCC3=O)Nc3[nH]n(-c4ccccc4)c(=O)c32)ccc1O (stereo unspecified)	7	0	-8	-12	-0.6	19	.	0	0.3	-11
Cc1cc(C)c(S(C)(=O)=O)c(S(=O)(=O)c2ccc(Cl)cc2)n1	5	0	-2	-9	i	6	.	-3	-0.4	4
O=C(NC1CCOC1=O)c1ccccc1 (stereo unspecified)	.	1	-4	1	5.9	.	1.5	.	5.7	6
COc1cccc(NC(=O)CN(C)C(=O)CCC(=O)c2cc(C)sc2C)c1	.	-2	31	0	-0.4	.	2.4	.	0.1	2
CC(C)COn1c(=S)[nH]c2ccccc2c1=O	4	-2	4	-7	-0.3	34	.	-5	0.7	-1
Cc1ccc(N2CC(C(=O)NCc3nnnn3-c3ccc(C)c(C)c3)CC2=O)cc1 (stereo unspecified)	1	0	21	3	i	-17	1.4	4	-0.4	1
CC(=O)Nc1cccc(Oc2nc(C(F)(F)F)nc3ccccc23)c1	-9	10	-2	-16	i	-3	1.1	-4	-1.3	14
COC(=O)C(NS(=O)(=O)c1ccc(N2CCCC2=O)cc1)c1ccccc1 (stereo unspecified)	2	-4	3	1	-1.6	-2	0.4	2	0.8	7
O=C(COC(=O)COc1ccccc1F)NC1CC1	-2	-4	3	-9	i	.	1.7	.	-1.6	8
COc1ccc(CCN(C)CCN2C(=O)c3ccccc3C2=O)cc1OC	-3	-1	0	-12	-1.6	32	.	-7	-0.7	3
COc1ccc(-n2c(C)nn(CCOc3ccccc3)c2=O)cc1	-6	3	2	-4	2.4	13	-0.4	4	-1.7	-23
COc1ccc(NC(=O)C(c2ccc(C)cc2)N(C)C(=O)CNC(C)=O)cc1 (stereo unspecified)	4	0	-12	-10	i	13	.	1	0.0	9
Cc1cc(NC(=O)CSCC(=O)NCc2cccc(C(F)(F)F)c2)no1	-3	-4	7	-7	-2.9	.	3.1	.	1.4	-6
Cc1nc(C(=O)NC(C)C)nn1-c1cc(Cl)cc(Cl)c1	3	-1	-2	-8	0.2	-3	0.8	3	0.0	-3
CCCn1cnc2c(N)c(C)c(C)cc21	-4	-4	-4	-8	-0.7	5	.	-3	-0.9	6
Cc1ccc(C(=O)NCCNC(=O)c2ccc(C)o2)o1	14	2	9	9	i	2	-0.7	4	1.9	3
O=C1CC(c2ccc(S(=O)(=O)N3CCN(c4ccccc4)CC3)cc2)CN1 (stereo unspecified)	4	0	7	2	-0.7	13	.	-2	-1.4	-5
Cc1ccc(NC(=O)Cn2nc(-c3ccco3)ccc2=O)cc1Cl	-25	0	3	-16	-0.3	21	0.5	-8	3.4	-5
CC1(C(=O)NCc2ccco2)Cc2c(-c3ccc(C(N)=O)cc3)ccnc2O1 (stereo unspecified)	.	-9	-6	.	-5.6	.	7.9	.	.	.
O=C(NNc1cc(Cl)ccc1Cl)C1CCC1	5	-15	-6	-2	-0.8	-3	-0.7	3	1.5	-5
C[C@H](NC(=O)c1ncn2c1c(=O)[nH]c1ccc(Br)cc12)c1ccccc1	.	-4	4	.	-0.4	.	0.2	.	.	21
CCC(=O)N1CCc2cc(Br)cc(S(=O)(=O)NC3CCN(Cc4ccccc4)CC3)c21	1	5	23	0	-0.3	11	0.6	5	-0.4	4
Next section:
SMILES	Rv3671c inh	Anthrax LF inh2	Y pestis TopoI	PriA SSB inh	BH1578 lux ind	DUSP3 inh	TcdB GH inh	3CLpro inhibitor	PfHsp40 yeast	MazF activator
Cc1ccc(C(=O)NCCc2csc(C)n2)cc1	4	-3	4	-7	i	11	1.4	-5	-0.5	-12
CNC[C@H]1Oc2c(NS(=O)(=O)c3cccs3)cccc2C(=O)N([C@H](C)CO)C[C@@H]1C	6	-6	2	-6	-0.6	.	0.5&0.8	.	-1.0	0
CC(c1ccccc1)C1CC(=O)N(CC(=O)O)C1=O (stereo unspecified)	2	-4	9	-9	-0.9	2	-0.3	1	0.8	8
COc1cccc(NC(=O)CN(C)C(=O)CNC(=O)c2ccc(Oc3ccccc3)cc2)c1	4	-6	-5	8	i	.	-0.4	.	-0.8	-7
Nc1nc2n[nH]nc2c(=O)[nH]1	-4	4	4	.	-0.8	.	-1.4	.	0.0	2
COc1ccc(-c2csc(N(CCCN(C)C)C(=O)c3ccc(Br)cc3)n2)cc1	2	-1	-10	16	i	10	1.8	-2	-0.7	18
Cn1c(N)c(C(=O)COC(=O)CC(NC(N)=O)c2ccc(Cl)cc2)c(=O)n(C)c1=O (stereo unspecified)	.	3	-5	-6	i	.	-0.5	.	-1.4	4
O=C(COC(=O)CSCC(=O)N1CCCCC1)Nc1ccc(Cl)cc1	-1	-6	-9	-16	-0.4	8	.	1	-0.9	1
COCCNc1oc(-c2cccs2)nc1S(=O)(=O)c1ccc(C)cc1	6	-2	7	4	-1.3	-10	1.9	7	0.3	9
CCCCC(=O)Nc1ccc(C(=O)NNC(=S)NC(=O)c2ccccc2[N+](=O)[O-])cc1	3	-3	-5	0	-0.9	-23	-0.3	-3	-0.3	12
Cc1ccc(C(=O)NCC(=O)Nc2ccc3c(c2)CCC3)cc1C	.	?	-5	.	i	.	1.5	.	-2.6	-3
CC(=O)Nc1cccc(C(=O)OCC(=O)NC(=O)c2ccccc2)c1	-10	-2	2	-14	-1.4	.	0.5	.	1.1	2
NC(=Nc1nc(-c2ccccn2)cc2ccccc12)c1ccccn1	.	1	-7	2	i	.	1.2	.	163*	17
COc1ccc(C)cc1NC(=O)CSc1nnnn1Cc1ccccc1	7	-2	-4	-11	-0.6	6	.	7	0.5	12
COc1ccc(Nc2c(C)cccc2C)cc1	-3	-12	-9	-20	-6.7	4	.	4	0.1	2
COc1ccc(CNC(=O)C2(C)Cc3c(-c4ccc(N(C)C)cc4)ccnc3O2)cc1OC (stereo unspecified)	.	4	20	.	i	.	2.1	.	.	.
N=Nc1c(O)n(CC(=O)Nc2ccccc2)c2ccccc12	2	8	-4	-15	-0.3	-23	0.0	1	-0.2	4
C=CCCC(=O)N1C[C@H]2CON(C)[C@H]2C[C@H]1c1ccc(Br)cc1	.	-4	-3	.	-0.4	.	1.0	.	.	1

Reprinted at random: 3 records from the list.
SMILES	Rv3671c inh	Anthrax LF inh2	Y pestis TopoI	PriA SSB inh	BH1578 lux ind	DUSP3 inh	TcdB GH inh	3CLpro inhibitor	PfHsp40 yeast	MazF activator
COc1ccc(CNC(=O)C2(C)Cc3c(-c4ccc(N(C)C)cc4)ccnc3O2)cc1OC (stereo unspecified)	.	4	20	.	i	.	2.1	.	.	.
COc1ccc(Nc2c(C)cccc2C)cc1	-3	-12	-9	-20	-6.7	4	.	4	0.1	2
Nc1nc2n[nH]nc2c(=O)[nH]1	-4	4	4	.	-0.8	.	-1.4	.	0.0	2

Bioassay records (PubChem BioAssay)
